ERK EGF block – EGF-driven ERK pathway inhibition | Potency, µM (series often up to 11.5 µM), for the others: at the highest dose activity change, negative = inhibition, actives largely listed as inhibitors | HEK293-V1b, EGF-stimulated phospho-ERK AlphaScreen | hit rate 0.41% among 130,000; active means well fitted inhibition curve with a large enough effect; inconclusive means small, poorly fitted or top-dose-only effect, or effect the other way;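 further: plate controls were stimulated vehicle wells for no effect and unstimulated vehicle basal for full effect; nearly all actives have a fitted effect of over 55% in size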
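Compounds are titrated over HEK293-V1b cells kept overnight in 1% FBS. After 30 min at 37C, EGF (25 nM final) triggers ERK phosphorylation for 5 min, measured by AlphaScreen in lysates.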
* marks the source's active call; other numbers are inactive results; u = inconclusive; [ ] = remark or other dose. Potency means the concentration at half of the fitted maximal effect. Only part of the results is shown (hit frequency here may not be typical).

A first look (2 entries):
SMILES	ERK EGF block
Cc1ccc2c(CC(=O)O)coc2c1	-1%[57.5 µM]
COCCCNC(=O)CNC(=S)N(Cc1ccccc1)Cc1cccnc1	3%

Main list, repeating the preview:
SMILES	ERK EGF block
Cc1ccc2c(CC(=O)O)coc2c1	-1%[57.5 µM]
COCCCNC(=O)CNC(=S)N(Cc1ccccc1)Cc1cccnc1	3%
CCCN1CNC(=S)N(Cc2ccccc2)C1	-1%
S=C(Nc1ccc(Nc2ccccc2)cc1)NN1CCOCC1	-1%[57.5 µM]
CC(=O)c1c(C(=O)O)[nH]c(C(=O)O)c1C	4%
Brc1ccc(-c2ccc(/C=N/Nc3nc(N4CCOCC4)nc(N4CCOCC4)n3)o2)cc1	1%
COC(=O)c1sc(NC(=O)c2c(OC)cccc2OC)c(C#N)c1C	-6%
S=C(NCCN1CCOCC1)Nc1ccc(-c2nc3ccccc3[nH]2)cc1	-5%
O=C(Oc1cccc2ccccc12)c1cc(Cl)nc2ccccc12	2%
Cn1nccc1C(=O)N1CCN(c2ncccn2)CC1	-6%[57.5 µM]
Cc1cc(C)n2nc(CC#N)c(C#N)c2n1	-3%
S=c1[nH]nc(/C=C/c2ccccc2)o1	0%
CCOC(=O)c1c(NC(=O)COC(=O)c2cc(OC)c(OC)cc2[N+](=O)[O-])sc(C)c1C	11%
CC(C)(C)C(=O)N1CCN(c2ccc([N+](=O)[O-])cc2-n2cccc2)CC1	-4%[57.5 µM]
N#CCC(=O)Nc1ccc(C(=O)NCC(c2ccco2)N2CCCCC2)cc1 (stereo not drawn)	9%
COC(=O)c1ccc(S(=O)(=O)N2CCCN(Cc3cccc(Br)c3F)CC2)n1C	-2%[57.5 µM]
O=S(=O)(NCC1NCCc2ccccc21)c1ccccc1 (stereo not drawn)	4%
O=C(Nc1cc(S(=O)(=O)N2CCCC2)ccc1OCC(F)(F)F)c1ccccc1F	-3%
O=C(COC(=O)c1sc2cc(F)ccc2c1Cl)Nc1ncc(Cl)cc1Cl	4%
COCc1cc(OC)nc(-c2csc(C)n2)n1	-6%[57.5 µM]
CCOc1ccc(NC(=O)COc2ccccc2)c([N+](=O)[O-])c1	u
COc1ccc(C(=O)NC(=S)Nc2ccc(CN3CCOCC3)cc2)cc1	-3%[57.5 µM]
COc1ccc2c(c1-c1c3c(cc(Br)c1OC)CCCC3)CCCC2	-8%
CCC(C)OC(=O)C1=C(C)OC23OC(N)=C(C#N)C12C(=O)c1ccccc13 (stereo not drawn)	4%
COc1ccc(NC(=O)Nc2cccc(NC(C)=O)c2)c(OC)c1	3%[57.5 µM]
COc1c(S(=O)(=O)NCCCN2CCOCC2)ccc(Cl)c1Cl	-18%[57.5 µM]
COc1ccc(NC(=O)CC2C(=O)N(Cc3cccs3)C(=S)N2C(C)C)cc1 (stereo not drawn)	-7%
COc1ccc(CN2CC(=O)N(c3ccc(C)c(C)c3)C2=S)cc1OC	-8%
O=C(C1CC1)N1N=C2CCCCC2C1(O)C(F)(F)F (stereo not drawn)	u
COc1ccc(C(=O)C2CCCN(Cc3cccn3-c3ccccn3)C2)cc1F (stereo not drawn)	-7%

Four entries from above, reformatted.
> COc1ccc(NC(=O)CC2C(=O)N(Cc3cccs3)C(=S)N2C(C)C)cc1 (stereo not drawn)
  ERK EGF block: -7%

> COc1ccc(CN2CC(=O)N(c3ccc(C)c(C)c3)C2=S)cc1OC
  ERK EGF block: -8%

> O=C(C1CC1)N1N=C2CCCCC2C1(O)C(F)(F)F (stereo not drawn)
  ERK EGF block: u

> COc1ccc(C(=O)C2CCCN(Cc3cccn3-c3ccccn3)C2)cc1F (stereo not drawn)
  ERK EGF block: -7%

Continuation:
SMILES	ERK EGF block
NCCC[C@@H](CC(=O)N[C@@H]1CCCC[C@H]1C(=O)N[C@H](CC(=O)N[C@@H](CCC(=O)O)CC(=O)O)Cc1c[nH]c2ccccc12)NC(=O)C[C@H](CO)NC(=O)[C@@H]1CNCC[C@H]1N	-13%
COc1ccc(OC)c(C2CC(c3ccccc3)=NN2C(=S)Nc2ccccc2)c1 (stereo not drawn)	u
Cc1nc2ccccc2nc1CSc1nncs1	u
Oc1c(C(c2ccccc2Cl)N2CCCC2)ccc2cccnc12 (stereo not drawn)	-10%
Cc1cc(NC(=O)c2ccc(Cl)cc2Cl)n(CCC#N)n1	-3%
O=C(c1cccc(NS(=O)(=O)c2ccc(F)c(F)c2)c1)N1CCN(Cc2ccccc2)CC1	-2%
FC(F)Sc1ccc(-n2cc(-c3ccccc3)[n+]3c2CCC3)cc1	10%
O=c1oc2ccccc2c(Nc2ccccc2O)c1[N+](=O)[O-]	-1%
CSc1ccccc1NC(=O)Nc1cccc(F)c1	-4%
Cc1ccc(CN(c2ccc(C(=O)NCC3CCCO3)cc2)S(C)(=O)=O)cc1 (stereo not drawn)	2%
O=C1NC2=C(C(=O)OC2)C(c2ccc(OC(F)(F)F)cc2)N1 (stereo not drawn)	-6%[57.5 µM]
O=C(NC1CC1)C1=C[C@@H](c2ccc(Br)cc2)C[C@@H](OCc2ccc(CO)cc2)O1	4%[57.5 µM]
CN(C)CC(=O)Nc1ccc(Oc2ccc(Cl)cc2)cc1	-10%
Oc1ccc(NC(=S)Nc2ccccc2)cc1	11%[57.5 µM]
Cc1nn(C)c(Cl)c1/C=C/C(=O)O	0%
CCn1c(N)[n+](CC(=O)Nc2ccc(SC(F)F)cc2)c2ccccc21	-13%[57.5 µM]
Cn1cnnc1SCC(=O)Nc1ncc(C(F)(F)F)cc1Cl	-14%
CC(C)(C)C(=O)Nc1ccc(F)cc1[N+](=O)[O-]	-7%[57.5 µM]
O=C(c1ccco1)N1CCN(C(=O)C2CCCO2)CC1 (stereo not drawn)	7%
OB(O)c1ccc(Br)cc1	4%
O=C(N=Nc1c(O)[nH]c2ccc(Cl)cc12)c1cc(-c2cccs2)nc2ccccc12	-2%
O=C1CC(c2ccc(OCCCCCOc3ccc(C4CC(=O)NC4=O)cc3)cc2)C(=O)N1 (stereo not drawn)	-18%[57.5 µM]
COCCCn1cc(C(=O)c2cc(OC)ccc2OCC(=O)N2CCCCC2C)cc(C#N)c1=O (stereo not drawn)	-1%
COc1ccccc1CNC(=O)CCn1c(=O)sc2ccccc21	-3%
COc1ccc(/C=N\NC(=O)C2COc3ccccc3O2)cc1O (stereo not drawn)	-4%[57.5 µM]
CCOc1ccc(N(C(C)C(=O)N/N=C(\C)C(C)(C)C)S(C)(=O)=O)cc1 (stereo not drawn)	4%
COc1ccc(/C(O)=C2/C(=O)C(=O)N(CCN(C)C)C2c2cccnc2)cc1C (stereo not drawn)	3%
Cc1nc([N+](=O)[O-])cn1CC(=O)c1ccccc1	1%[57.5 µM]
CCOC(=O)N1N=C(C)CC1(O)c1ccc(Cl)cc1 (stereo not drawn)	2%
CC1(C)CC(NC(=O)C(=O)NCCc2ccccc2)CC(C)(C)N1	2%[57.5 µM]
COc1ccc(/C=C/C2=CC(C)(C)NC(=S)N2)cc1OC	3%
C=CCNC(=O)/C(=C/c1ccccc1OCC)NC(=O)c1ccccc1	5%
Cc1ccc(CNC(=O)c2ccccc2-n2cnnn2)cc1	2%[57.5 µM]
Cc1cc(=O)[nH]c(N/N=C/c2c(C)nn(-c3ccccc3)c2Cl)n1	-10%[57.5 µM]
O=C(CSc1nnc2ccccn12)NCc1ccc2c(c1)OCO2	-1%
NC(=O)CCC(NS(=O)(=O)c1ccc(Cl)cc1)C(=O)NCc1ccccc1Cl (stereo not drawn)	6%
N#C/C(=C\c1ccc(OC(=O)c2ccccn2)cc1)C(N)=O	-15%
COc1ccc(CCN2C(=S)N(c3ccc(Cl)cc3)C(=O)C2CC(N)=O)cc1OC (stereo not drawn)	-1%[57.5 µM]
CC(=O)N1CCCC(C(=O)c2ccc(Oc3ccccc3)cc2)C1 (stereo not drawn)	u
COc1cccc(NC(=O)CS(=O)(=O)c2cn(CC(=O)N3CCOCC3)c3ccccc23)c1	3%
FC(F)(F)c1cccc(Cc2noc(CN(Cc3ccccn3)CC3CCCO3)n2)c1 (stereo not drawn)	2%[57.5 µM]
CSc1ccc(C(=O)C2CCCN(C(=O)c3cccnc3SC)C2)cc1 (stereo not drawn)	0%
Cc1cccc(CNc2ccnc(-c3ccoc3)n2)c1	19%
O=C(NCc1ccccn1)/C(=C/c1ccco1)NC(=O)c1ccccc1	-8%
O=C(COC(=O)/C=C/c1ccc(Cl)cc1Cl)Nc1cc(C(F)(F)F)ccc1N1CCOCC1	3%
O=[N+]([O-])c1cccnc1Sc1n[nH]c(-c2ccc(Cl)cc2)n1	2%[57.5 µM]
CN(/N=C/c1cccs1)c1cc(=O)n(C)c(=O)[nH]1	10%
C/C=C/C(=O)OCC(=O)Nc1ccc(OC)c(OC)c1	2%
Cc1ccc(S(=O)(=O)Nc2ccc(NC(=O)c3cccnc3)cc2)cc1	-3%
c1ccc(Cn2ncc3c(N4CCOCC4)ncnc32)cc1	-10%
Going on with the list.
SMILES	ERK EGF block
COc1ccc(CN2C(=O)/C(=C/c3ccc(-c4ccc(Cl)c(C(=O)O)c4)o3)SC2=S)cc1	-1%
N=C(N)Cc1ccccc1Sc1ccccc1	3%
COc1cc(-c2nnc(CSc3nnc(Nc4ccc(Oc5ccccc5)cc4)s3)o2)cc(OC)c1OC	8%
CCOC(=O)C(=O)N1CCN(c2cc3c(cc2[N+](=O)[O-])n(C)c(=O)n3C)CC1	2%
O=C(Cc1cccc(C(F)(F)F)c1)Nc1ccccc1	7%
CCC(C)NC(=O)CN1C(=O)NC2NC(=O)NC21 (stereo not drawn)	8%[57.5 µM]
COC(=O)[C@@]1(Cc2ccc(OC)cc2)[C@H]2c3cc(C(=O)N4CCCC4)n(Cc4ccc(O)c(OC)c4)c3C[C@H]2CN1C(=O)c1ccccc1	-8%
Cc1noc(C)c1COc1ccc(C(=O)OCC(=O)OC(C)(C)C)cc1	7%
COc1ccccc1NC(=S)NC(NC(C)=O)C(Cl)(Cl)Cl (stereo not drawn)	-13%[57.5 µM]
COc1ccc(N2CCN(C(=O)c3ccc(Br)cc3)CC2)c([N+](=O)[O-])c1	u

At a glance, part of the list above:
SMILES	ERK EGF block
COc1ccc(CN2C(=O)/C(=C/c3ccc(-c4ccc(Cl)c(C(=O)O)c4)o3)SC2=S)cc1	-1%
N=C(N)Cc1ccccc1Sc1ccccc1	3%
COc1cc(-c2nnc(CSc3nnc(Nc4ccc(Oc5ccccc5)cc4)s3)o2)cc(OC)c1OC	8%
CCOC(=O)C(=O)N1CCN(c2cc3c(cc2[N+](=O)[O-])n(C)c(=O)n3C)CC1	2%
O=C(Cc1cccc(C(F)(F)F)c1)Nc1ccccc1	7%
CCC(C)NC(=O)CN1C(=O)NC2NC(=O)NC21 (stereo not drawn)	8%[57.5 µM]

Further compounds follow.
SMILES	ERK EGF block
CC(=O)N1CCC2(CCN(Cc3ccccc3)CC2)CC1	8%
O=C(CNC(=O)c1ccccc1)N/N=C/c1ccc([N+](=O)[O-])o1	-3%
COCCNC(=O)/C(C#N)=C/c1ccc(SC)cc1	-2%
O=C(NCC1CCCN(C(=O)c2cccnc2)C1)c1ccc(-c2ccccc2)cc1 (stereo not drawn)	-10%
O=C(Cn1cc(F)c(=O)[nH]c1=O)NCCO	6%
CC(OC(=O)CCc1nc2ccccc2c(=O)[nH]1)C(=O)c1ccc(Br)cc1 (stereo not drawn)	-2%
CC(O)Cn1nc([N+](=O)[O-])nc1N (stereo not drawn)	-4%
Cc1cccc(N2C(=O)CN(Cc3cccs3)C2=S)c1	-9%
Brc1cc2c(cc1Br)OCCOCCOCCOCCO2	-5%
COc1ccc(NC(=O)c2ccc3c(SCC(=O)O)c4c(nc3c2)CCCC4)cc1Cl	-4%

Retrieved by compound from above, six records:
SMILES	ERK EGF block
COc1ccc(OC)c(C2CC(c3ccccc3)=NN2C(=S)Nc2ccccc2)c1 (stereo not drawn)	u
O=C(Cn1cc(F)c(=O)[nH]c1=O)NCCO	6%
CCn1c(N)[n+](CC(=O)Nc2ccc(SC(F)F)cc2)c2ccccc21	-13%[57.5 µM]
CC(O)Cn1nc([N+](=O)[O-])nc1N (stereo not drawn)	-4%
COc1c(S(=O)(=O)NCCCN2CCOCC2)ccc(Cl)c1Cl	-18%[57.5 µM]
COc1ccc(/C(O)=C2/C(=O)C(=O)N(CCN(C)C)C2c2cccnc2)cc1C (stereo not drawn)	3%

Additional structures.
SMILES	ERK EGF block
CCOc1ccc(CN2CCN(Cc3nc4c(s3)CCCC4)CC2CCO)cc1 (stereo not drawn)	-5%
Cc1ccc(C2(C)NC(=O)N(CC(=O)Nc3ccc4[nH]c(=O)[nH]c4c3)C2=O)cc1 (stereo not drawn)	-9%[57.5 µM]
CN(C)CCCN(C(=O)CCOc1ccccc1)c1nc2c(F)cccc2s1	-1%
COc1ccccc1/C=N/NC(=O)Cn1cnc([N+](=O)[O-])n1	0%
CCOP(=O)(OCC)C(NC(=O)Nc1ccc(Cl)cc1)C(N)=O (stereo not drawn)	-4%
Cc1cccc(C(=O)NC(=S)NNC(=O)COc2ccc(Cl)cc2)c1	-1%
COc1ccc(CCNC(=O)c2cc(=O)[nH]c3ccc(Br)cc23)cc1OC	9%
COc1ccc(NC(=O)Nc2ccon2)c(OC)c1	0%
Cc1nn(C)c(C)c1C1C(C#N)=C(N)OC2=C1C(=O)CCC2 (stereo not drawn)	3%
CC1=NOC(=O)/C1=C\c1ccc(-c2ccccc2Br)o1	13%
O=C(c1ccc(C(=O)N2CCN(c3ccccc3F)CC2)nc1)N1CCN(c2ccccc2F)CC1	-2%[57.5 µM]
COc1ccccc1NS(=O)(=O)c1cccc(C(=O)N/N=C/c2ccccc2OCC(=O)O)c1	9%
O=C1C(Cl)=C(Nc2ccccc2)C(=O)c2ccccc21	u
CC(C)C(=O)Nc1cccc(S(=O)(=O)c2cccc(NC(=O)C(C)C)c2)c1	0%
S=C(Nc1cccc(Br)c1)N1CCn2cccc2C1c1cccnc1 (stereo not drawn)	12%

High-throughput results (PubChem BioAssay)
